# Bioassay records deposited in PubChem by The Scripps Research Institute Molecular Screening Center.
# PRMT1 FP inh: blocks human protein arginine methyltransferase 1 | Q99873 | recombinant PRMT1, activity-based probe fluorescence polarization | inhibition, % at 2.79 µM | 370,000 compounds, 1.3% hits | AID 652257;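 active = inhibition above about 21% made by adding two undisclosed values, limit read from the data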
# TDP2 absorb: blocks human TDP2 phosphodiesterase activity; O95551; recombinant TDP2, T5PNP hydrolysis, p-nitrophenol absorbance 415 nm; inhibition, % at 12.8 µM; 370,000 compounds, 0.34% hits;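 active = inhibition above the mean of all tested compounds plus 3 SD, set per campaign, cut at about 25% in these data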;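 also: 0% = DMSO with enzyme and 100% = buffer with substrate but no TDP2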
#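 Incubation: 2 h at 37 °C; Test system: recombinant human TDP2; Quantity: enzyme 120 nM; Read-out basis: percent inhibition; Medium: 50 mM Tris-HCl pH 7.5 with Mg2+, KCl, DTT, BSA; Repeats: single replicate; Compound: 12.8 µM single point, 1% DMSO; Signal: epi absorbance; Reagent: 5 mM T5PNP chromogenic substrate; Benchmarks: no-enzyme high, DMSO-plus-enzyme low.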
# SIAE primary: inhibitors of human sialic acid acetylesterase SIAE; SIAE FP-Rh probe binding, fluorescence polarization; Q9HAT2; 370,000 compounds, 0.69% hits; inhibition, % at 9.66 µM; AID 1053197;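 active = inhibition above a cutoff: mean of compounds within the control limits plus 3 SD of those, cut at about 17% in these data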;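 also: 0% = plate median of compound wells and 100% = probe without SIAE protein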
# UHRF1 MBD2 ctr: blocks human UHRF1 binding to methylated DNA; Q96T88; UHRF1 binding to methylated oligo, TR-FRET; inhibition, % at 4.4 µM; 370,000 compounds, 0.75% hits; AID 687016; in the data active = inhibition above about 21%;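 also: UHRF1 SRA domain binding a hemimethylated CpG hairpin DNA probe; 0% = median of test compound wells and 100% = reference inhibitor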
# TCR-CD3 inh: human TCR-CD3 binding inhibition | TAMRA-labeled TCR probe fluorescence, biochemical | inhibition, % at 9.4 µM | 360,000 compounds, 0.37% hits | AID 651800; in the data active = inhibition above about 19%;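 also: recombinant mutant TCR 2C K166C tagged with TAMRA read by polarization; 0% = receptor in buffer alone and 100% = receptor with positive control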
# LEDGF integ inh: blocks HIV-1 LEDGF/p75-dependent DNA integration. TR-FRET IN-LEDGF/p75 DNA integration, Eu/Cy5. 370,000 compounds, 0.64% hits. inhibition, % at 3.7 µM;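 active = inhibition above the screen-wide mean plus 3 SD, cut at about 13% in these data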;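 also: signal is the Cy5 over europium emission ratio at 671 and 618 nm; 0% = plate median of compound wells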
# proKLK7 act: proKLK7 (human) activation, primary screen. P49862. purified proKLK7, EDANS-DABCYL substrate fluorescence; 100% is mature enzyme control, 0% vehicle. activation, % at 7 µM. 370,000 compounds, 0.9% hits. AID 652039;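 active = activation above the mean of all tested compounds plus 3 SD, computed per campaign excluding outliers beyond control limits, cut at about 13% in these data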
# Tn6 DDE FP: DD(E)-Tn6 binding inhibition, primary FP screen. P02675. Fibrin DD(E) TRITC-Tn6 fluorescence polarization displacement. inhibition, % at 8.3 µM. 370,000 compounds, 0.21% hits. AID 720509;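 active = inhibition above a per-campaign cutoff: mean of compounds within control limits plus 3 SD, cut at about 15% in these data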;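 also: 0% = median of all compound wells on the plate and 100% = blocking peptide control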
# Target sequence (P02675 whole entry, looked up): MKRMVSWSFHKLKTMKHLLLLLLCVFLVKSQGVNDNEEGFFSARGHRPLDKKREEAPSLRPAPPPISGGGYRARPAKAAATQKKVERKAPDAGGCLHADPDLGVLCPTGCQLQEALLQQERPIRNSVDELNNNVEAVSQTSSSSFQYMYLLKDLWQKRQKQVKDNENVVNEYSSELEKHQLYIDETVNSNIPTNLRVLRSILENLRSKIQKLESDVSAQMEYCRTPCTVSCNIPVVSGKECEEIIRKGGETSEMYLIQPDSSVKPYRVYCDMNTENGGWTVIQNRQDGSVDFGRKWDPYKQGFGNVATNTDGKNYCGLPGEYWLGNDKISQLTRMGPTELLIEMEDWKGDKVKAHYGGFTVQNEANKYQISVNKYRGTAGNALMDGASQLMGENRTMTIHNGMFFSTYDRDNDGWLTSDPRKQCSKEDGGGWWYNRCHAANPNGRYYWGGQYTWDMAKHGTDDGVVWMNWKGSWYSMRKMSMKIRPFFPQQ
# Tn7 DDE FP: DD(E)-Tn7 binding inhibition, primary FP screen | 370,000 compounds, 0.13% hits | FP displacement of FITC-Tn7 peptide from fibrin DD(E); 0% = median of compound wells per plate | inhibition, % at 8.3 µM | P02675 | AID 720508;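 active = inhibition above the mean of compounds falling within the control limits plus 3 SD of them, cut at about 14% in these data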;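 also: 0% = plate median of compound wells and 100% = 10 µM Aha-Tn7 peptide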
#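 Measure: % inhibition scaled between sample-field median and high-control FP; Test system: human fibrin DD(E); Quantity: 2 µM final DD(E) protein; Doses: one dose, 8.3 µM nominal; Schedule: compound with protein 10 min, then 3 h after probe, room temperature; Detection: fluorescence polarization; Medium: Tris buffer with calcium and detergent, pH 7.8.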
# MBD2 inh: blocks human MBD2 binding to methylated DNA. Q9UBB5. TR-FRET, MBD2 binding to methylated oligonucleotide. inhibition, % at 4.4 µM. 370,000 compounds, 0.31% hits. AID 686964; in the data active = inhibition above about 13%
# Target sequence (Q9UBB5 whole entry, looked up): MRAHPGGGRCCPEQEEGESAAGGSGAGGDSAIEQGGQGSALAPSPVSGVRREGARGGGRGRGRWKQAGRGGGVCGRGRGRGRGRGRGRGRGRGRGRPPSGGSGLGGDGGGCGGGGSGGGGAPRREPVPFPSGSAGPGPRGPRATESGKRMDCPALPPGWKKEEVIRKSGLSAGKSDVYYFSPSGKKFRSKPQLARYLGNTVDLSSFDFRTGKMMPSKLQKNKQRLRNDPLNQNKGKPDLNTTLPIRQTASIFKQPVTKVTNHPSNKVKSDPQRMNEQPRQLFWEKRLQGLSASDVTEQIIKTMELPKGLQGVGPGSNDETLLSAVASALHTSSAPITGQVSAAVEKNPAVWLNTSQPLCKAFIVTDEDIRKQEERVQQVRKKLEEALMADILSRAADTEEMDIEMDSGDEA
# An asterisk follows results filed as active; / = no result given.
# Each structure is followed by: PRMT1 FP inh, TDP2 absorb, SIAE primary, UHRF1 MBD2 ctr, TCR-CD3 inh, LEDGF integ inh, proKLK7 act, Tn6 DDE FP, Tn7 DDE FP, MBD2 inh
O=C(N[C@H]1CC[C@@H](CCNS(=O)(=O)c2ccccc2Cl)O[C@@H]1CO)c1ccccc1
 : -2, -12, -2, 3, 4, 4, 0.7, 1, -2, -3
O=C(COC(=O)c1ccc(O)cc1O)NNC(=O)c1cccs1
 : 1, -2, -2, 2, 6, 0, 0.5, 4, 5, -3
CC(=O)NNc1nc(-c2ccccc2)c2cc(Br)ccc2n1
 : -1, -9, -3, 0, 3, 0, -0.1, 1, 3, -1
C[C@@]12C(=O)Nc3ccccc3C(=O)N1[C@H]1c3cc(Br)ccc3OC[C@@H]1[C@@H]2c1ccccc1
 : -1, -8, -72, -1, 6, -4, -0.7, 5, 5, -2
CN1CCN(c2ccc(-c3cc(NC=O)c4ncc(-c5ccc(F)cc5)n4c3)cc2)CC1
 : 6, -10, 11, -2, -6, 5, 0.3, 5, -1, 3
O=C(NCc1ccc(Cl)cc1)c1cc2ccccc2oc1=O
 : 1, 0, -11, 1, -10, 3, 0.1, -5, 7, -2
CCOC(=O)c1nn(-c2ccc(F)cc2)c(=O)cc1OCC(=O)Nc1ccc(F)c(F)c1
 : 0, -11, -5, 3, 5, 5, 0.4, 6, -3, 2
CC(=O)NC(Cc1cc(C)ccc1C)C(=O)N1CCN(C(=O)c2ccccc2Br)CC1 (configuration not stated)
 : 1, 0, 3, -6, 8, 5, -0.1, -9, 1, -4
Cc1ccc(NC(=S)N(CCN2CCOCC2)Cc2ccccc2F)cc1
 : 10, -20, -8, 6, -7, 1, -0.6, -10, 0, 7
O=S(=O)(Cc1cc(NCc2ccccc2)nc(-c2ccncc2)n1)c1ccccc1
 : -5, 3, 11, 3, 1, 3, 0.2, -3, -3, -2
CCCCCCn1c(=O)n2n(c1=O)[C@@H]1CN(S(=O)(=O)c3ccc(C)cc3)C[C@]1(O)[C@@H](OC(=O)NC1CCCC1)C2
 : 8, -12, -3, 10, -10, 2, 0.4, -12, -2, 8
CC1=C(C(=O)Nc2cc(-c3cccc(F)c3)[nH]n2)C2(CCCCC2)OC1=O
 : 4, -5, -3, -3, 1, -3, 0.2, 5, -7, -3
CC(=O)Cc1nsc(NC(=O)c2ccc(Br)o2)n1
 : -2, 8, -2, 1, -4, -1, -0.1, 1, 2, 0
Cc1ccc(NC(=S)N(Cc2cccc(Br)c2)CC2CCC(C(=O)O)CC2)cc1Cl (configuration not stated)
 : 3, 3, -1, 1, -2, 1, 0.1, 2, 4, 0
CC(=O)OC[C@@H]1CN(Cc2ccccc2)C[C@H](n2cnc3c(N4CCCC4)ncnc32)O1
 : -4, -7, -5, -1, -7, 2, 0.1, 0, -6, -3
CCOC(=O)c1c(C)[nH]c(C(=O)OCC(=O)c2ccc(OC)cc2OC)c1C
 : -1, -4, -10, 3, 5, 1, 0.0, 1, -4, 1
COc1ccccc1N1CCN(/N=C/c2ccc(Cl)c([N+](=O)[O-])c2)CC1
 : -4, 7, 7, 13, 0, 5, -0.3, -3, -1, -3
COCCN1C(=O)/C(=C/c2ccc(Oc3ccc([N+](=O)[O-])cn3)c(OC)c2)SC1=Nc1ccccc1
 : -1, 6, -4, 1, 2, -1, 1.2, -2, 6, 4
O=C(CNc1cccc2ccccc12)N/N=C/C(Br)=C/c1ccccc1
 : 20, 38*, 7, 0, 3, 12, -1.1, -5, 6, -4
COC(=O)CC(c1ccc(C#N)cc1)n1c(C)ccc1C (configuration not stated)
 : 7, -5, -1, 1, -3, -2, -0.2, -1, -1, -3
O=C(O/N=C1\CCCc2ccccc21)c1cccs1
 : 2, 6, 4, -1, 4, -4, -0.2, 9, 6, -1
COc1ccc(CC(=O)Nc2cc(S(=O)(=O)N3CCOCC3)ccc2N2CCCC2)c(OC)c1
 : -3, -6, 4, 2, 8, 2, -0.1, 2, -12, -6
CC(C)(C)OC(=O)[C@H](Cc1ccccc1)NC(=O)c1nc[nH]c1C(=O)NCC(=O)OCc1ccccc1
 : 0, -5, -14, -1, 2, 1, -0.3, 1, 0, -3
O=C(NNC(=O)c1ccc2[nH]c(=O)c(=O)[nH]c2c1)c1cccc(Br)c1
 : -2, 2, 10, -5, -1, 2, 1.5, -2, 8, 2
COc1cc(-c2ccc(Nc3ccccc3C(=O)O)c(OC)c2)ccc1Nc1ccccc1C(=O)O
 : 8, 3, 30*, 22*, 10, 9, -0.2, 1, 0, 8
Cc1ccc(C)c(NC(=O)COC(=O)COc2cccc3c2OC(C)(C)C3)c1
 : -2, -10, 6, -1, 3, 8, -0.3, -1, -2, -7
COc1ccccc1CNc1ccc2nnc(CCNC(=O)c3ccccc3)n2n1
 : 1, 4, 2, 0, 5, 2, 0.1, -3, -7, -7
COc1ccc(NC(=O)c2sc(=O)n(Cc3ccc(F)c(Cl)c3)c2C)cc1OC
 : 0, -12, 8, 4, -6, 3, 0.4, -6, -6, 2
Cc1ccc(S(=O)(=O)NN2C(=O)/C(=C\c3ccc(Cl)cc3)SC2=S)cc1
 : -1, -3, 5, -4, -3, -6, -0.1, 3, -5, 0
O=C(O)c1cc(S(=O)(=O)N2CCOCC2)c[nH]1
 : -1, 3, 1, -2, -2, 6, -0.2, 0, -1, -3
CC(=O)N1CCN(C(=O)CSc2nc3cccnc3n2C)CC1
 : -1, 0, 0, -3, /, 0, 0.6, 0, 1, 3
COC(=O)[C@]12CCCCC=C1N(CCc1ccc(OC)c(OC)c1)C(=O)[C@H](CC(=O)N1CCN(C(=O)c3ccco3)CC1)C2
 : 3, -6, 3, 1, -2, -3, -0.2, -3, -3, 0
CCC(C(=O)Nc1ccsc1C(=O)OC)c1ccccc1 (configuration not stated)
 : -6, -21, -2, 2, 1, 6, 0.1, -5, 1, -4
Cc1ccc(NC(=O)COC(=O)c2ccc(Cl)cc2)cc1S(=O)(=O)N(C)C
 : -1, -5, -15, -1, 0, 0, 0.4, 1, -2, 1
Cc1ccc(NS(=O)(=O)c2ccc(F)cc2)nc1
 : 8, -14, 8, -2, -1, 3, 5.2, 0, 1, 7
O=C(COc1ccc2c(-c3ccccc3)cc(=O)oc2c1)N[C@H](Cc1c[nH]c2ccccc12)C(=O)O
 : 9, -6, 1, 2, -9, 8, 0.7, 0, -1, 9
O=C(c1cccc(S(=O)(=O)N2CCCC2)c1)N1CCOCC1
 : 7, 2, -5, 4, -5, -5, -0.1, -1, 5, 8
CCOC(=O)[C@]12CCC=C1N(Cc1ccco1)C(=O)[C@H](CC(=O)NCc1cccc3ccccc13)C2
 : 1, -10, -11, -4, 6, 2, 0.1, -6, -2, 1
Cc1ccc(C(=O)NC2(O)C(=O)c3ccccc3C2=O)cc1C
 : 1, 73*, 1, -1, -1, 4, 0.4, 6, -2, -10
CCOC(=O)CN(c1ccccn1)S(=O)(=O)c1ccc(OC)cc1
 : -2, -2, -1, 0, 2, -1, 0.9, 1, 7, -9

# Continuation:
Compound | PRMT1 FP inh | TDP2 absorb | SIAE primary | UHRF1 MBD2 ctr | TCR-CD3 inh | LEDGF integ inh | proKLK7 act | Tn6 DDE FP | Tn7 DDE FP | MBD2 inh
N=C1/C(=C\c2ccc(SCc3ccccc3)o2)C(=O)N=C2SC=NN12 | 0 | -5 | -2 | 0 | 11 | 0 | -0.6 | 0 | -7 | -6
CC(C)N1CC(C(=O)O)CC1=O (configuration not stated) | -2 | -16 | 6 | 1 | 4 | 2 | 0.4 | 4 | 5 | 3
O=C(Nc1ccc(OCC(=O)N2CCOCC2)cc1)c1ccccc1Cl | -5 | 3 | -3 | 6 | -9 | 3 | -0.2 | 4 | -1 | 2
O=C(Cn1cnc([N+](=O)[O-])n1)N/N=C/c1cccc2ccccc12 | 4 | 0 | -8 | -3 | 0 | 0 | -0.2 | -2 | 2 | -4
CCC(CC)C1C(C#N)=C(N)Oc2n[nH]c(-c3ccccc3)c21 (configuration not stated) | -1 | -6 | -42 | -3 | -2 | 1 | 0.6 | -2 | 2 | -1
COc1ccc(OC)c(NC(=O)c2cnn(-c3ccccc3)c2C)c1 | -2 | -14 | 3 | -2 | 0 | 3 | 0.2 | 3 | 0 | -3
CCOC(=O)c1[nH]c(C)c(C(=O)N2CCc3ccccc32)c1C | 0 | 1 | 3 | 1 | -7 | 2 | 0.4 | -5 | 7 | -4
CN(C)c1ccc(C2Nc3ccccc3C(=O)N2NS(C)(=O)=O)cc1 (configuration not stated) | -3 | 5 | 9 | 0 | 7 | -3 | 22* | -4 | 2 | -3

# Retrieved by compound from the list above:
Compound | PRMT1 FP inh | TDP2 absorb | SIAE primary | UHRF1 MBD2 ctr | TCR-CD3 inh | LEDGF integ inh | proKLK7 act | Tn6 DDE FP | Tn7 DDE FP | MBD2 inh
O=C(NNC(=O)c1ccc2[nH]c(=O)c(=O)[nH]c2c1)c1cccc(Br)c1 | -2 | 2 | 10 | -5 | -1 | 2 | 1.5 | -2 | 8 | 2
O=S(=O)(Cc1cc(NCc2ccccc2)nc(-c2ccncc2)n1)c1ccccc1 | -5 | 3 | 11 | 3 | 1 | 3 | 0.2 | -3 | -3 | -2
O=C(Nc1ccc(OCC(=O)N2CCOCC2)cc1)c1ccccc1Cl | -5 | 3 | -3 | 6 | -9 | 3 | -0.2 | 4 | -1 | 2
COCCN1C(=O)/C(=C/c2ccc(Oc3ccc([N+](=O)[O-])cn3)c(OC)c2)SC1=Nc1ccccc1 | -1 | 6 | -4 | 1 | 2 | -1 | 1.2 | -2 | 6 | 4

# (listing goes on)
Compound | PRMT1 FP inh | TDP2 absorb | SIAE primary | UHRF1 MBD2 ctr | TCR-CD3 inh | LEDGF integ inh | proKLK7 act | Tn6 DDE FP | Tn7 DDE FP | MBD2 inh
O=C(OCC(=O)c1ccc[nH]1)c1ccc(Br)cc1 | -1 | 8 | -8 | 16 | 3 | 5 | 0.1 | -2 | 2 | 4
CCOC(=O)CNC1CC(=O)N(c2ccc(Br)cc2)C1=O (configuration not stated) | 17 | -9 | -4 | 5 | -11 | -1 | 0.7 | 0 | -5 | 4
OCCNc1c2ccccc2nc2c(F)c(F)c(F)c(F)c12 | 1 | 4 | 0 | -9 | 8 | -2 | 18* | -9 | 7 | 0
CC(=O)Oc1ccccc1C1C[C@]2(C)CC(=O)NC2N1C(C)=O (some centres not stated) | 2 | -3 | 3 | 2 | 3 | 2 | -0.6 | 2 | -2 | -1
CCOc1ccccc1N(CC(=O)N1CCC(C(N)=O)CC1)S(=O)(=O)c1ccc(SC)cc1 | -1 | 7 | -5 | 1 | 3 | 0 | 0.7 | -4 | 2 | -2
CCC(CC)C(=O)Nc1ccc(C)cc1O | -2 | 1 | 1 | 4 | 4 | 1 | -0.4 | -2 | -3 | -6
COc1cccc(NCCC(=O)c2cccc([N+](=O)[O-])c2)c1 | 20 | 5 | 5 | 0 | 1 | 6 | -0.4 | 7 | 2 | 0
